CRFBP-R2 block: antagonists of CRF-binding protein/CRF-R2 receptor complex. HEK293 CRF-R2/CRF-BP, CRF-induced calcium fluorescence. inhibition, % at 11.8 µM. hit rate 0.59% among 350,000. AID 588475;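 active = inhibition of the ligand-induced calcium signal above about 50% at the single tested concentration, limit read from the data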
M4 antag: CHRM4 antagonism in calcium assay. P08173. CHO-hM4 cells, ACh EC80, Fluo-8 calcium fluorescence. inhibition, % at 3 µM. hit rate 0.73% among 360,000;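 active = inhibition above its plate's cutoff, the mean inhibition of sample wells plus 3 SD, cut at about 27% in these data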;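 also: 0% = acetylcholine EC80 with DMSO and 100% = DMSO without agonist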
Target sequence (P08173 whole entry, looked up): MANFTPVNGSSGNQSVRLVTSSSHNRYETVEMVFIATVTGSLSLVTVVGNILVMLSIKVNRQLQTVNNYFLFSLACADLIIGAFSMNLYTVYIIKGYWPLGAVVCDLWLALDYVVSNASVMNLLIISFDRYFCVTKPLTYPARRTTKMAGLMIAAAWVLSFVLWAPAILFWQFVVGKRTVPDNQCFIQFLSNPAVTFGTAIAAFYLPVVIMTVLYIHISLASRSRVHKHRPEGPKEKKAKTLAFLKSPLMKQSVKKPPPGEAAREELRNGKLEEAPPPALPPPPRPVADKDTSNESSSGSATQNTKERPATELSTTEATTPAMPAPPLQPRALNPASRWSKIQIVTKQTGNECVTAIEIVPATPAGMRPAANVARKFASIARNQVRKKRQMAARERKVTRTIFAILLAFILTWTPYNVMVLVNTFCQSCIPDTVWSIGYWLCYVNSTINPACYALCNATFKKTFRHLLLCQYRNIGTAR
CRFBP-R2 agonist: CRF-BP/CRF-R2 complex agonism; HEK293 CRF-R2/CRF-BP, calcium dye fluorescence (FLIPR); percent of saturating CRF peptide response; activation, % at 13.2 µM; hit rate 0.46% among 350,000; AID 588473;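 active = activation of at least 50%, plus an integration ratio under a set limit after plate pattern correction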;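 also: plate controls were neutral control wells without compound for no effect and CRF at EC100 for full effect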
CHRM5 antagonist: CHRM5 antagonism in calcium assay; inhibition, % at 3 µM; hit rate 0.59% among 360,000; CHO-hM5 cells, Fluo-8 calcium fluorescence, ACh EC80; P08912;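 active = inhibition above a per-plate cutoff, the mean of that plate's test compounds plus 3 SD, cut at about 27% in these data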;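 also: 0% = acetylcholine EC80 with DMSO and 100% = DMSO without agonist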
M5 ag: CHRM5 agonism in calcium assay. P08912. CHO-K1 hM5 cells, Fluo-8 calcium fluorescence; 0% DMSO wells, 100% maximal acetylcholine response. activation, % at 3 µM. hit rate 0.19% among 360,000;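 active = activation above the run's mean over test compounds plus 3 SD, cut at about 23% in these data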;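 also: signal is peak over basal fluorescence ratio across the kinetic read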
M4 ag: CHRM4 agonism in calcium assay; P08173; CHO-K1 hM4/Gqi5, Fluo-8 calcium fluorescence; vehicle 0%, full acetylcholine response 100%; activation, % at 3 µM; hit rate 0.14% among 360,000; AID 624127;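 active = activation above the run mean over all test wells plus 3 SD, cut at about 32% in these data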;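 also: peak over basal fluorescence ratio per well then scaled between controls; 0% = DMSO wells and 100% = acetylcholine at EC100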
M5 PAM: positive allosteric modulators of human muscarinic M5 receptor. P08912. CHO-K1 hM5, Fluo-8 calcium, ACh EC20 PAM; 0% = ACh EC20, 100% = ACh EC100. activation, % at 3 µM. hit rate 0.3% among 360,000;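 active = activation above the run cutoff, the mean activation of all test compounds plus 3 SD, cut at about 18% in these data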
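Assay system: CHO-K1 hM5 cells. Also added: acetylcholine at EC20 concentration, added after compound. Dosing: 3 µM, single dose. Times: compound preincubation 140 s before EC20 acetylcholine addition. Signal: Fluo-8 calcium fluorescence. Measure: % activation relative to EC20 and EC100 ACh responses. Repeats: singlicate, one well per test compound.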
M1 PAM: human CHRM1 positive allosteric modulation. CHO-K1 hM1, Fluo-8 calcium fluorescence, ACh EC20; 0% = ACh EC20, 100% = maximal ACh. P11229. activation, % at 3 µM. hit rate 0.088% among 360,000. AID 588819; in the data active = activation above about 19%, passing the limit was not always enough
Target sequence (P11229 whole entry, looked up): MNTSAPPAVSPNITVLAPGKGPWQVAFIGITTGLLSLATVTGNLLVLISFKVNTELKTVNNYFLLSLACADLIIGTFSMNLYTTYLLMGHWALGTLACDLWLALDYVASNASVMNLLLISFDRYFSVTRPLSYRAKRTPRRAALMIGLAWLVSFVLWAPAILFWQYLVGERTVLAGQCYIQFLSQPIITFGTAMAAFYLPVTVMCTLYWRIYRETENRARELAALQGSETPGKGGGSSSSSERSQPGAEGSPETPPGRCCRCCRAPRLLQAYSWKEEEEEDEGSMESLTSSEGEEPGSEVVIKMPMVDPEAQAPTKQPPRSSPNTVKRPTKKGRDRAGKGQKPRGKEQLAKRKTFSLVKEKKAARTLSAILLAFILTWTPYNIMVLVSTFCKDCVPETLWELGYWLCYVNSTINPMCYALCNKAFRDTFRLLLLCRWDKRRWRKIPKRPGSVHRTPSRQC
M4 PAM: positive allosteric modulators of human muscarinic M4 receptor; AID 624126; activation, % at 3 µM; P08173; hit rate 0.4% among 360,000; CHO-K1 hM4/Gqi5, Fluo-8 calcium fluorescence, ACh EC20; 0% = ACh EC20, 100% = maximal ACh;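 active = activation above its plate's cutoff, the mean activation of sample wells plus 3 SD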; also: some results filed as inactive read as strong as hits
The depositor's hits bear a star.

Results for N#Cc1cc2cc3c(cc2nc1SCC(=O)N1CCCC1)OCCO3 ?
CRFBP-R2 block: -1.3; M4 antag: 0.5; CRFBP-R2 agonist: -0.1; CHRM5 antagonist: 12.2; M5 ag: -1.6; M4 ag: 0.1; M5 PAM: -1.6; M1 PAM: 6.7; M4 PAM: 1.8

How did Nc1ccccc1SCc1ccccc1Cl do in these assays?
CRFBP-R2 block: 3.3; M4 antag: 9.4; CRFBP-R2 agonist: -0.1; CHRM5 antagonist: -7.1; M5 ag: -1.9; M4 ag: -1.9; M5 PAM: -2.1; M1 PAM: 4.0; M4 PAM: -6.3

Results for CC(=O)Oc1ccc(-c2csc(Nc3ccccn3)n2)cc1 ?
CRFBP-R2 block: 0.8; M4 antag: -5.4; CRFBP-R2 agonist: -2.5; CHRM5 antagonist: -1.7; M5 ag: 6.2; M4 ag: 2.9; M5 PAM: -4.0; M1 PAM: -0.8; M4 PAM: 3.0

What do the screens show for `C=CCN(c1ccccc1C(=O)NCC(=O)O)S(=O)(=O)c1ccc(C)cc1`?
CRFBP-R2 block: -6.3; M4 antag: 3.3; CRFBP-R2 agonist: -1.3; CHRM5 antagonist: 16.2; M5 ag: -0.3; M4 ag: 0.1; M5 PAM: -6.6; M1 PAM: 1.8; M4 PAM: 2.8

Results for Cc1ccc(S(=O)(=O)N2CCCCC2)cc1C(=O)NCc1ccncc1 ?
CRFBP-R2 block: 15.0; M4 antag: 3.3; CRFBP-R2 agonist: 0.3; CHRM5 antagonist: 0.2; M5 ag: -2.1; M4 ag: 1.0; M5 PAM: -0.3; M1 PAM: 1.6; M4 PAM: -5.9

Results for O=C(Cn1cc(C(=O)C2CC2)c2ccccc21)NC1CCCC1 ?
CRFBP-R2 block: 10.1; M4 antag: -0.6; CRFBP-R2 agonist: -0.5; CHRM5 antagonist: 2.4; M5 ag: -8.1; M4 ag: -0.5; M5 PAM: -1.6; M1 PAM: 5.5; M4 PAM: -3.1

Results for Cc1ccc(C)c(C(=O)CN2C(=O)c3ccccc3C2=O)c1 ?
CRFBP-R2 block: 2.1; M4 antag: -7.6; CRFBP-R2 agonist: -0.7; CHRM5 antagonist: 5.7; M5 ag: -2.3; M4 ag: 4.3; M5 PAM: 3.6; M1 PAM: 15.8; M4 PAM: 1.8

What do the screens show for `COCc1[nH][nH]c(=O)c1/C=N/N1CCOCC1`?
CRFBP-R2 block: 17.2; M4 antag: -2.9; CRFBP-R2 agonist: -0.7; CHRM5 antagonist: -3.3; M5 ag: -2.4; M4 ag: 0.4; M5 PAM: 1.2; M1 PAM: 4.2; M4 PAM: 1.5

What do the screens show for `Cc1cccc(NC(=O)CSc2nnc3ccc(-c4ccccn4)nn23)c1`?
CRFBP-R2 block: 10.3; M4 antag: -4.6; CRFBP-R2 agonist: 0.4; CHRM5 antagonist: 5.0; M5 ag: -1.1; M4 ag: 1.4; M5 PAM: 1.0; M1 PAM: 7.4; M4 PAM: 1.0

Results for Cc1cc(C)n2nc(Cc3ccccc3)nc2n1 ?
CRFBP-R2 block: -0.8; M4 antag: 4.9; CRFBP-R2 agonist: 4.6; CHRM5 antagonist: 7.6; M5 ag: -2.1; M4 ag: 1.3; M5 PAM: 3.8; M1 PAM: 9.5; M4 PAM: 19.0

What do the screens show for `NC(=O)C1(c2ccccc2)CCCN1C(=O)c1ccc(Br)cc1` (stereo unspecified)?
CRFBP-R2 block: 0.9; M4 antag: 7.4; CRFBP-R2 agonist: -0.2; CHRM5 antagonist: 2.0; M5 ag: 0.7; M4 ag: 1.9; M5 PAM: 2.4; M1 PAM: 6.2; M4 PAM: -3.6

Results for CC(C(=O)N=c1sc2ccccc2n1C)N1C(=O)C2CC=CCC2C1=O (stereo unspecified) ?
CRFBP-R2 block: -27.7; M4 antag: 8.5; CRFBP-R2 agonist: 1.1; CHRM5 antagonist: -1.1; M5 ag: -1.4; M4 ag: 1.0; M5 PAM: -4.2; M1 PAM: -4.7; M4 PAM: -0.5

How did CCOc1ccc(NC(=O)c2nsc(Cl)c2Cl)cc1 do in these assays?
CRFBP-R2 block: -2.9; M4 antag: 1.4; CRFBP-R2 agonist: 1.2; CHRM5 antagonist: 0.5; M5 ag: -2.6; M4 ag: 0.1; M5 PAM: 3.1; M1 PAM: 0.2; M4 PAM: -3.9

What do the screens show for `Cc1cc(C(=O)OCC(=O)Nc2nccs2)c2ccccc2n1`?
CRFBP-R2 block: 8.8; M4 antag: 4.3; CRFBP-R2 agonist: -1.8; CHRM5 antagonist: 4.1; M5 ag: 5.5; M4 ag: 6.2; M5 PAM: -1.1; M1 PAM: -0.8; M4 PAM: -10.9

What do the screens show for `O=P(NC1CCCCC1)(c1ccccc1)c1ccccc1`?
CRFBP-R2 block: -0.9; M4 antag: -6.0; CRFBP-R2 agonist: -4.2; CHRM5 antagonist: 6.3; M5 ag: 2.0; M4 ag: 2.2; M5 PAM: -1.2; M1 PAM: 7.3; M4 PAM: 9.4

How did Cc1cc(C)c(S(=O)(=O)N(C)CC(=O)NC2CCCC2)c(C)c1 do in these assays?
CRFBP-R2 block: -32.2; M4 antag: 2.1; CRFBP-R2 agonist: 0.3; CHRM5 antagonist: -2.1; M5 ag: -1.7; M4 ag: 3.1; M5 PAM: 0.9; M1 PAM: -3.2; M4 PAM: -4.4

How did O=c1[nH]c(=O)n2ncnc2[nH]1 do in these assays?
CRFBP-R2 block: 4.4; M4 antag: -4.9; CRFBP-R2 agonist: -0.4; CHRM5 antagonist: -1.6; M5 ag: 0.0; M4 ag: -0.1; M5 PAM: 0.2; M1 PAM: 5.1; M4 PAM: 4.3

What do the screens show for `C/C(Cc1ccccc1)=N\NC(=O)CNC(=O)Cc1ccc(Cl)cc1`?
CRFBP-R2 block: 8.7; M4 antag: -1.4; CRFBP-R2 agonist: -1.1; CHRM5 antagonist: 6.6; M5 ag: -0.8; M4 ag: 9.7; M5 PAM: -5.8; M1 PAM: 4.8; M4 PAM: -3.4

How did CCOc1ccccc1NC(=O)N1CCc2ccccc2C1 do in these assays?
CRFBP-R2 block: -5.1; M4 antag: -0.5; CRFBP-R2 agonist: -0.1; CHRM5 antagonist: 5.8; M5 ag: -1.6; M4 ag: 1.3; M5 PAM: -2.2; M1 PAM: 4.5; M4 PAM: -2.2

Results for O=C(CNCc1ccccc1Cl)Nc1ccc2c(c1)OCCO2 ?
CRFBP-R2 block: 13.2; M4 antag: 14.4; CRFBP-R2 agonist: -1.6; CHRM5 antagonist: 10.9; M5 ag: -3.4; M4 ag: 7.9; M5 PAM: -1.9; M1 PAM: 13.5; M4 PAM: 5.5

How did COc1ccc(NC(=O)C(F)(OC)C(F)(F)F)c(OC)c1 (stereo unspecified) do in these assays?
CRFBP-R2 block: 0.8; M4 antag: -19.7; CRFBP-R2 agonist: 0.1; CHRM5 antagonist: -9.0; M5 ag: -1.5; M4 ag: 2.2; M5 PAM: -0.5; M1 PAM: 9.5; M4 PAM: 15.7

Results for O=C(O)Cc1ccc2ccc3ccccc3c2c1 ?
CRFBP-R2 block: 6.5; M4 antag: -11.5; CRFBP-R2 agonist: -3.2; CHRM5 antagonist: -16.7; M5 ag: 3.3; M4 ag: 2.4; M5 PAM: 19.2*; M1 PAM: 19.1; M4 PAM: 5.6

How did Cc1cc(NS(=O)(=O)N(C)C)ccc1C(C)C do in these assays?
CRFBP-R2 block: -3.0; M4 antag: -6.3; CRFBP-R2 agonist: -1.2; CHRM5 antagonist: -1.4; M5 ag: -3.4; M4 ag: 3.5; M5 PAM: -8.5; M1 PAM: 6.9; M4 PAM: 0.3

Results for Cc1cccc(N(CC(=O)Nc2c(C)n(C)n(-c3ccccc3)c2=O)S(C)(=O)=O)c1 ?
CRFBP-R2 block: -3.2; M4 antag: 9.9; CRFBP-R2 agonist: 1.4; CHRM5 antagonist: -3.1; M5 ag: 3.3; M4 ag: 0.5; M5 PAM: 1.9; M1 PAM: 5.3; M4 PAM: 2.5

Results for CCOCCc1nnc(NC(=O)Cc2ccccc2)s1 ?
CRFBP-R2 block: 13.2; M4 antag: 0.2; CRFBP-R2 agonist: -0.9; CHRM5 antagonist: -5.4; M5 ag: 2.7; M4 ag: -0.7; M5 PAM: 5.5; M1 PAM: 15.5; M4 PAM: 11.7

What do the screens show for `N#CCn1cnc2c(oc3ccccc32)c1=O`?
CRFBP-R2 block: 5.1; M4 antag: 1.4; CRFBP-R2 agonist: -1.2; CHRM5 antagonist: -16.6; M5 ag: -1.2; M4 ag: 0.8; M5 PAM: 10.3; M1 PAM: 2.0; M4 PAM: -1.8

What do the screens show for `NC(=O)NC(CC(=O)NNC(=O)c1ccccn1)c1ccccc1Cl` (stereo unspecified)?
CRFBP-R2 block: -1.1; M4 antag: -2.5; CRFBP-R2 agonist: 0.8; CHRM5 antagonist: 5.8; M5 ag: -0.1; M4 ag: 0.4; M5 PAM: 2.6; M1 PAM: 6.6; M4 PAM: 4.9

Results for C=CCNC1=C(Cl)C(=O)c2ccccc2C1=O ?
CRFBP-R2 block: 15.4; M4 antag: -7.1; CRFBP-R2 agonist: -1.9; CHRM5 antagonist: 6.1; M5 ag: -2.3; M4 ag: -0.5; M5 PAM: -4.2; M1 PAM: 8.6; M4 PAM: 12.7

In the list so far, these have four or more nitrogen atoms.
What do the screens show for `COCc1[nH][nH]c(=O)c1/C=N/N1CCOCC1`?
CRFBP-R2 block: 17.2; M4 antag: -2.9; CRFBP-R2 agonist: -0.7; CHRM5 antagonist: -3.3; M5 ag: -2.4; M4 ag: 0.4; M5 PAM: 1.2; M1 PAM: 4.2; M4 PAM: 1.5

What do the screens show for `Cc1cccc(NC(=O)CSc2nnc3ccc(-c4ccccn4)nn23)c1`?
CRFBP-R2 block: 10.3; M4 antag: -4.6; CRFBP-R2 agonist: 0.4; CHRM5 antagonist: 5.0; M5 ag: -1.1; M4 ag: 1.4; M5 PAM: 1.0; M1 PAM: 7.4; M4 PAM: 1.0

Results for Cc1cc(C)n2nc(Cc3ccccc3)nc2n1 ?
CRFBP-R2 block: -0.8; M4 antag: 4.9; CRFBP-R2 agonist: 4.6; CHRM5 antagonist: 7.6; M5 ag: -2.1; M4 ag: 1.3; M5 PAM: 3.8; M1 PAM: 9.5; M4 PAM: 19.0

How did O=c1[nH]c(=O)n2ncnc2[nH]1 do in these assays?
CRFBP-R2 block: 4.4; M4 antag: -4.9; CRFBP-R2 agonist: -0.4; CHRM5 antagonist: -1.6; M5 ag: 0.0; M4 ag: -0.1; M5 PAM: 0.2; M1 PAM: 5.1; M4 PAM: 4.3

Results for Cc1cccc(N(CC(=O)Nc2c(C)n(C)n(-c3ccccc3)c2=O)S(C)(=O)=O)c1 ?
CRFBP-R2 block: -3.2; M4 antag: 9.9; CRFBP-R2 agonist: 1.4; CHRM5 antagonist: -3.1; M5 ag: 3.3; M4 ag: 0.5; M5 PAM: 1.9; M1 PAM: 5.3; M4 PAM: 2.5

What do the screens show for `NC(=O)NC(CC(=O)NNC(=O)c1ccccn1)c1ccccc1Cl` (stereo unspecified)?
CRFBP-R2 block: -1.1; M4 antag: -2.5; CRFBP-R2 agonist: 0.8; CHRM5 antagonist: 5.8; M5 ag: -0.1; M4 ag: 0.4; M5 PAM: 2.6; M1 PAM: 6.6; M4 PAM: 4.9

Source: PubChem BioAssay (several laboratories)
